Screening data from PubChem BioAssay.
MLL CXXC-DNA inh: inhibitors of human MLL CXXC domain-DNA interaction; MLL-CXXC / FITC-HOXA9 DNA fluorescence polarization; Potency, µM (titrated, usually from 115 µM), without a hit: top-dose activity change, negative = inhibition, usual class: inhibitors; 290,000 tested, 0.037% active; AID 2662; active = well fitted inhibition curve with a large enough effect in the polarisation, with a control signal flat, not every such curve was filed as active; inconclusive = small, poorly fitted or top-dose-only effect, or effect the other way, or a change in a side signal; inactive = no such curve, though single readings can be large or run the other way; the % refers to the polarisation; also: potency is read from the fitted curve at half-maximal effect
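Fluorescence polarization: 7 uM MLL-CXXC (stock) preincubated 5 min with compounds, then 50 nM fluorescein-HOX-A9 DNA (stock) added; 30 min ambient. Buffer 50 mM Tris-HCl pH 7.5, 50 mM NaCl, 1 mM DTT, 0.05% BSA.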
Coupling enz: inhibits coupling enzyme system, counter-screen for aldolase hits; coupling enzyme system counterscreen, AmpLite Red fluorescence; activity change, negative = inhibition, % at 58.2 µM, hits read low; 290,000 tested, 0.67% active; AID 2472; in the data active = activity change below about -30%; also: % is scaled to controls: 0 for no effect and ±100 for the full control effect
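Activity here indicates interference with the coupling reaction, not aldolase inhibition. Compounds at 57.5 uM final met coupling enzymes for 10 min at RT; substrate and AmpLite Red detection followed, with a 525/598 nm fluorescence read after 20 min.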
Chronic BCR inh: blocks chronic active B-cell receptor signaling. ABC-DLBCL IkBa-CBG/CBR reporter, luminescence ratio, 4 h. Potency, µM (titrated, usually from 46.1 µM), inactives show at the highest dose ratio change, negative = lower green/red ratio, most hits filed as inhibitors. 340,000 tested, 0.05% active. AID 493014; active = well fitted inhibition curve with a large enough effect in the signal ratio, with a control signal flat, not every such curve was filed as active; inconclusive = small, poorly fitted or top-dose-only effect, or effect the other way, or a change in a side signal; the % refers to the signal ratio;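 also: potency is read from the fitted curve at half-maximal effect; plate controls were basal doxycycline-induced cells for no effect and cells given 10 µM MG132 for full effect; MG132 reads +100%, hits lower the ratio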
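Cell line TMD8 (human ABC DLBCL), stably expressing tet-inducible CBG68-IkBa fusion and CBR; IMDM/0.5% FBS; cpd up to 46 uM; dox induction, 4 h, 37C/5% CO2; dual luminescence; green/red ratio; MG132 control.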
hERG WT inh: inhibitors of human wildtype KCNH2 potassium channel | Q12809 | U2OS, BacMam KCNH2, thallium flux FluxOr; active compounds read low | activity change, % at 1.84 µM | 340,000 tested, 0.37% active;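 active = maximum activity change below -70%; inconclusive = maximum activity change between -70% and -50%; inactive = maximum activity change above -50%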; also: % is scaled to controls: 0 for no effect and ±100 for the full control effect
Target sequence (Q12809 whole entry, looked up): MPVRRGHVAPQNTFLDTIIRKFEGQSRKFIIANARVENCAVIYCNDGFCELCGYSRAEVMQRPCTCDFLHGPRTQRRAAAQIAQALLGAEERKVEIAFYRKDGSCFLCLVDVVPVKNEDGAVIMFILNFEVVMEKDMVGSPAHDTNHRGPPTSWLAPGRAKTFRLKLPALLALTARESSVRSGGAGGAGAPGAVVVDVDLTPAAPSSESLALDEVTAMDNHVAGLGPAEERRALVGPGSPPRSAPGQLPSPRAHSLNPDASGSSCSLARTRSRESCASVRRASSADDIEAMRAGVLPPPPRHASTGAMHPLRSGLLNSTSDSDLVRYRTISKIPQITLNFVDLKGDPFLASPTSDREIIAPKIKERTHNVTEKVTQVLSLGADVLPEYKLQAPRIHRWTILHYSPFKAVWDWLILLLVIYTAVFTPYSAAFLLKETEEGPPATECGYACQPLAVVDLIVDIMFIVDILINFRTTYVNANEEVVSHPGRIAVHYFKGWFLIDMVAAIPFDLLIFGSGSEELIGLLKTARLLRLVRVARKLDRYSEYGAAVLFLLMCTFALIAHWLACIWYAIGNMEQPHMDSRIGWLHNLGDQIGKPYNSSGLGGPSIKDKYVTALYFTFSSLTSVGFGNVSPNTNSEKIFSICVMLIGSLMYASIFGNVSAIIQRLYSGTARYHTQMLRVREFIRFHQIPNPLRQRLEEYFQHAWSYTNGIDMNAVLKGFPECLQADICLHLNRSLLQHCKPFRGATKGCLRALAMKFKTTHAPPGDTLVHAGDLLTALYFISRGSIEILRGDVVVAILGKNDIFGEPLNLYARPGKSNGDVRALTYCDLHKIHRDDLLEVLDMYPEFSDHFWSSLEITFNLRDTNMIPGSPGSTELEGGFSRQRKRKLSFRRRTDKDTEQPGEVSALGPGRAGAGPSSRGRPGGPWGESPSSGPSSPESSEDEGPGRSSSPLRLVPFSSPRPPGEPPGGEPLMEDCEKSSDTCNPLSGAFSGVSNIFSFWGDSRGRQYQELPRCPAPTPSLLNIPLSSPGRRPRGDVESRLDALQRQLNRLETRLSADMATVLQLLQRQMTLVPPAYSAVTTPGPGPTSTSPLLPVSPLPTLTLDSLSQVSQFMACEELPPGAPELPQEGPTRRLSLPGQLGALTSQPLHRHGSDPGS
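U2OS cells were transduced with wild-type KCNH2 virus (2.03 x 10^8 / mL) for 4 h at room temperature, then cultured overnight at 37 C. Thallium flux was read with FluxOr dye. Rate constants were normalized to DMSO controls.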
A-T KAP1 phos: potential ataxia-telangiectasia treatment. […] A-T fibroblasts, KAP-1 phosphorylation AlphaLISA; neocarzinostatin DNA damage 30 min before lysis. AID 485349. Potency, µM (highest dose often 57.5 µM), inactives show at the highest dose activation, usual class: activators. 320,000 tested, 0.19% active; also: potency is read from the fitted curve at half-maximal effect; % of control where 0% means no effect; nearly all actives have a fitted effect of over 45% in size
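hTERT-immortalized A-T patient fibroblasts ([…]), 500 cells/well in OPTI-MEM, 1% FBS, got compounds for 60 min, then NCS for 30 min at 37C. Lysates were then assayed for phospho-KAP-1 by AlphaLISA (anti-pKAP1 donor, anti-KAP1 acceptor beads), 6 hr at 25C.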
GALK inh: galactokinase (human) inhibition; Purified GALK, Kinase-Glo residual ATP luminescence; Potency, µM (highest dose often 57.5 µM), for the others: top-dose activity change, negative = inhibition, hits mostly inhibitors; P51570; 270,000 tested, 0.007% active; also: potency is read from the fitted curve at half-maximal effect; % is scaled to controls: 0 for no effect and ±100 for the full control effect
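Luminescence from leftover ATP (Ultra-Glo luciferase/luciferin) served as read-out after a 1 h room-temperature reaction of 5 nM GALK with 35 uM ATP and 100 uM galactose.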
TCR activator: T cell receptor activation. primary human leukocytes, anti-CD3, IL-2 HTRF, 48 h. Potency, µM (titrated, usually from 9.22 µM), without a hit: top-dose activation of IL-2 secretion, most hits filed as activators. 330,000 tested, under 10 active; also: % of control where 0% means no effect
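Compounds are tested in HTS on primary human leukocytes co-incubated with a-CD3 beads for 48 hr. IL-2 output is measured by time-resolved FRET.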
Giardia kill: Giardia lamblia killing | Giardia lamblia trophozoite viability | activity change, % at 7.66 µM, hits read low | 340,000 tested, 0.15% active | AID 540267; in the data active = activity change below about -80%; inconclusive = between about -30% and that limit;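 also: parasites exposed to compound for two days anaerobically before the ATP read; % is scaled to controls: 0 for no effect and ±100 for the full control effect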
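Compounds were tested on trophozoites seeded at 100 cells/well and held 48 hrs at 37 deg C anaerobically. An ATP-based luminescent kit measured the remaining live cells.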
Tb PFK block: T. brucei PFK enzyme inhibition; O15648; T. brucei PFK, ADP-Glo luminescence; Potency, µM (highest dose often 57.5 µM), for the others: at the highest dose activity, negative = inhibition, most hits filed as inhibitors; 330,000 tested, 0.17% active; AID 485367;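 also: potency is read from the fitted curve at half-maximal effect; 0% = uninhibited 1x PFK enzyme wells and -100% = no-enzyme wells; nearly all actives have a fitted effect of over 60% in size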
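Activity is normalized to no-enzyme wells (full inhibition) and 1.25 nM enzyme wells (no inhibition). Reaction: 0.5 mM F6P, 0.1 mM ATP, 45 min RT, ADP-Glo luminescence; concentration-response curves fitted and classed by quality.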
TSHR antagonist: blocks TSH signaling through the human TSH receptor. P16473. TSHR-expressing cells, TSH-stimulated cAMP HTRF, 2 h; active compounds read low. activity change, negative = inhibition, % at 11.5 µM. 330,000 tested, 0.2% active;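 active = activity change below a set negative limit, meaning inhibition stronger than a set level, cut at about -70% in these data; inconclusive = activity change between two set negative limits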; also: % is scaled to controls: 0 for no effect and ±100 for the full control effect
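Read-out is FRET at 665 nm (cryptate excitation 337 nm) from a cryptate-tagged anti-cAMP antibody, competed by cell cAMP against cAMP-d2. Compounds are tested on freshly harvested TSHR cells challenged with 4nM TSH (EC80) for 2 hours at 37 deg C.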
An asterisk follows results filed as active; ? = inconclusive; . = no result given; & = joins results of further samples; [ ] = another dose, or the depositor's remark. Unless noted, calls follow the shape of the dose curve; as a rule, active = well fitted curve in the direction sought with a large enough effect; inconclusive = small, poorly fitted or top-dose-only effect, or another doubt; inactive = no such curve, though single readings can be large; an effect the other way counts as inactive or inconclusive.

A first look:
Compound,MLL CXXC-DNA inh,Coupling enz,Chronic BCR inh,hERG WT inh,A-T KAP1 phos,GALK inh,TCR activator,Giardia kill,Tb PFK block,TSHR antagonist
COc1ccccc1N(CC(=O)N1CCN(c2ccc(F)cc2)CC1)S(=O)(=O)c1ccc(C)cc1,4%,-1,8%,9,0%,-2%,-3%,27,10%,-49
CC1CCCN(CCCNC(=O)C2CC(=O)N(c3ccc(F)c(Cl)c3)C2)C1 (stereo not drawn),2%,1,1%,6,10%,-2%,.,23,0%,-4

All compounds of this part, previewed entries included:
Compound,MLL CXXC-DNA inh,Coupling enz,Chronic BCR inh,hERG WT inh,A-T KAP1 phos,GALK inh,TCR activator,Giardia kill,Tb PFK block,TSHR antagonist
COc1ccccc1N(CC(=O)N1CCN(c2ccc(F)cc2)CC1)S(=O)(=O)c1ccc(C)cc1,4%,-1,8%,9,0%,-2%,-3%,27,10%,-49
CC1CCCN(CCCNC(=O)C2CC(=O)N(c3ccc(F)c(Cl)c3)C2)C1 (stereo not drawn),2%,1,1%,6,10%,-2%,.,23,0%,-4
Fc1ccc(CSc2nncn2NC/C=C/c2ccccc2)cc1,0%,-2,-8%,1,0%,-1%,20%,28,-5%,3
Cc1ccc2[nH]c3c(c2c1)CN(C(=O)CN1CCSCC1)CC3,-4%,-7,-20%,.,4%,-2%,.,.,-10%,5
Cc1ccc(S(=O)(=O)N2CCN(C(=O)c3ccc(-n4cncn4)c([N+](=O)[O-])c3)CC2)cc1C,.,.,?,27,4%,.,4%,-8,-4%,-5
CCOCCCn1c(=S)[nH]c2cc(C(=O)N3CCN(C)CC3)ccc2c1=O,1%,2,2%,-31,-1%,0%,0%,10,0%,-2
Cn1nc(-c2ccccc2)c(C(=O)Nc2ccc(Cl)cc2)c1Cl,16%,3,?,-11,-5%,0%,-4%,3,1%,8
COc1ccc(OCCOC(=O)c2[nH]c(C)c(C(C)=O)c2C)cc1,8%,0,?,13,1%,1%,.,-15,-4%,-2
O=C1NCC(O)=C1C=NC12CC3CC(CC(C3)C1)C2,4%&2%,-2&2,?,8&-2,-1%,0%&2%,13%&5%,18&-3,-7%&1%,-2&5
Cc1ccc2nc(-c3ccccn3)[nH]c2c1,11%,-8,?,-32,5%,11%,-2%,-25,-13%,7
Cc1nn(CC(=O)N2CCN(c3ccccc3)CC2)c(C)c1[N+](=O)[O-],7%,0,-2%,1,-3%,-1%,3%,-6,1%,-15
CCOCCCNC(=O)c1ccc2nc(-c3ccc(OC)c(OC)c3)c(-c3ccc(OC)c(OC)c3)nc2c1,14%,0,?,-2,3%,.,5%,16,-2%,-7
CCCn1c(=S)[nH]c2ccccc2c1=O,-6%,-1,?,-4,1%,-1%,0%,-5,4%,-7
Cc1cc(C)cc(NS(=O)(=O)c2csc(C(N)=O)c2)c1,-2%,-1,-1%,-2,32%,4%,-1%,6,1%,-2
CCC(=O)Nc1nnc(/C=C/c2ccc(OC)cc2)s1,0%,2,0%,1,-2%,-3%,12%,-21,0%,1
CCOc1ccc(Nc2cc(C)c3ccccc3n2)cc1,-7%,1,?,16,1%,.,4%,2,0%,-11
O=C(c1cccs1)N(Cc1cc2ccccc2[nH]c1=O)CC1CCCO1 (stereo not drawn),-3%,1,0%,-3,13%,0%,3%,12,-2%,-3
CCOC(=O)C1=C(COC(=O)c2sccc2C)NC(=O)NC1C (stereo not drawn),.,.,-10%,-13,9%,.,.,27,0%,-9
COc1cccc(C(=S)N2CCCC2)c1OC,-1%,-2,-1%,-3,7%,1%,3%,-1,-15%,7
CCCCNc1nc(CC(C)=O)ns1,3%,4,-1%,-4,.,4%,1%,-2,2%,1
Cc1cc(C)nc(-n2nc(C)c(Sc3ccc(F)cc3)c2N)n1,-8%,-4,?,-8,6%,5%,0%,-2,-7%,-2
O=S(=O)(Nc1nc2ccccc2nc1NCc1ccco1)c1ccc(F)cc1,-11%,0,6%,-14,23%,1%,-114%,-2,2%,3
O=c1cnnc(Nc2ccc(Nc3ccccc3)cc2)[nH]1,-3%,2,2%,0,1%,-1%,3%,3,0%,-14
O=c1sc(Nc2ccccc2)nc2ccccc12,-5%,1,5%,0,1%,-1%,-21%,-4,0%,7
O=C(NCCN1CCOCC1)c1cc(-c2ccccc2Cl)nc2ccccc12,0%,-4,-1%,0,-3%,-1%,-1%,-1,3%,1
COCCNC(=O)CCc1nnc(C2(c3ccc(Cl)cc3)CCC2)o1,-16%,1,-10%,-7,1%,3%,-2%,-7,6%,5
O=C(O)c1ccc(NC(=O)c2cn(-c3ccccc3)nc2-c2ccccc2)cc1,3%,4,?,-16,-5%,1%,10%,6,-3%,-11
O=C(NCCc1csc(-c2ccc(C(F)(F)F)cc2)n1)c1cccs1,-1%,-2,-16%,-1,3%,-2%,-5%,8,0%,-13
Cc1nc2ccccn2c1C(=O)NN,?,1,?,-2,-5%,2%,8%[46.1 µM],-5,0%,11
O=C(CNC(=O)c1ccccc1F)c1ccccc1,-8%,1,?,9,2%,0%,-4%,-3,-4%,-1
COC(=O)c1cc2sc(Cl)cc2n1CC(=O)NCC1CCCO1 (stereo not drawn),-3%,0,21%,1,1%,-3%,1%,3,-2%,-2
COc1cc(/C=C/C(=O)O)cc(S(=O)(=O)Nc2cccc(S(=O)(=O)N3CCOCC3)c2)c1OC,-4%,2,-3%,-3,-27%,-2%,1%,-2,4%,-4
COc1ccc(S(=O)(=O)N2CCCCC2)cc1NC(=O)CCNC(=O)c1ccc(Br)cc1,.,.,-1%,12,-11%,.,3%,-5,0%,-2
COC(=O)C1=C(N)Oc2cc(C)[nH]c(=O)c2C1c1cccnc1 (stereo not drawn),-1%,1,2%,-11,0%,-1%,-4%,-3,-4%,24
Cc1ccc(N2C(=O)C3C4CCC(O4)C3C2=O)c(OC(F)F)c1 (stereo not drawn),.,.,-2%,3,-1%,.,-5%,-13,1%,-11
C/C(=N\NC(=O)c1ccc(Br)cc1)C1C(=O)c2ccccc2C1=O,2%,1,?,2,-3%,-7%,-3%,7,2%,?
O=[N+]([O-])c1ccccc1S(=O)(=O)n1cnc2ccccc21,-9%,3,9%,1,6%,0%,1%,-22,3%,-2
Nc1cc(C(=O)c2ccccc2)ccc1[N+](=O)[O-],0%,0,-2%,-10,0%,1%,-8%,-6,-4%,-10
CNc1ccc(S(=O)(=O)NCC(=O)OCC(=O)Nc2cccc(Cl)c2Cl)cc1[N+](=O)[O-],23%,1,3%,-2,-2%,0%,-4%[46.1 µM],-3,-2%,-6
CN(C)C(=O)C(=O)c1cccn1-c1ccccc1C#N,?,0,0%,-1,-6%,-2%,8%,15,-1%,1
Oc1ccc(-c2c(-c3ccsc3)sc3ccccc23)cc1,8%,0,?,4,11%,.,-9%,-19,-1%,0
CSc1ccccc1NC(=O)Cn1c([N+](=O)[O-])cnc1C,5%,-1,0%,1,5%,-3%,-20%,-12,0%,-3
CCn1cc(CN2CCc3c([nH]c4ccccc34)C2c2ccc(F)c(OC)c2)c(C)n1 (stereo not drawn),8%,1,?,6,1%,3%,0%,4,0%,-7
CC(C)c1nc(C(=O)N2CCCC(CCC(=O)N(C)CCc3ccccn3)C2)cs1 (stereo not drawn),-7%,0,4%,-6,6%[11.5 µM],4%,-10%,-5,-4%,-4
Cc1ccc(/C=N/NC(=O)Cn2cncn2)cc1,11%,3,3%,-5,-5%,8%,2%,0,2%,-2
Clc1ccc(CN2CCN(c3ncccn3)CC2)c(Cl)c1,-2%,1,4%,-5,-4%,-1%,-3%,-12,-2%,4
Cc1cc(=O)n2[nH]c(-c3ccco3)nc2n1,-3%,-1,?,-6,-1%,1%,5%,-9,0%,10
Cc1cccc(OCCNC(=S)NC(=O)c2cccnc2)c1,-3%,-2,1%,-4,5%,0%,-4%[46.1 µM],2,-1%,4
CCc1ccc(-c2cc(C)no2)cc1S(=O)(=O)N1CCOc2ccccc21,8%,.,0%,2,-12%,6%,-1%,-14,1%,-37
COc1ccc2c(OC)c3ccoc3nc2c1OC,-2%,-2&0&-1,?,-4,1%,9%,1%,5,16%,10
N#CC1=C(N)Oc2ccc3ccccc3c2C1c1cccnc1 (stereo not drawn),-35%,-6,-13%,.,6%,1%,-3%,-5,-1%,-13
NC(=O)c1nsc(C(=O)N(Cc2ccc(F)cc2)C(C(=O)NC2CCCC2)c2ccco2)c1N (stereo not drawn),-2%,1,-1%,-6,-1%,0%,3%,0,0%,15
NC(=O)N/N=C/c1cn(-c2ccccc2)nc1-c1cccnc1,2%,2,-4%,-2,-2%,2%,10%,20,-8%,22
